DT40 TDP1 CPT: growth inhibition of DT40 Tdp1-/-;hTDP1 cells with camptothecin (screen for TDP1 inhibitors); Potency, µM (series often up to 46.2 µM), for the others: at the top dose activity change, negative = growth inhibition, hits mostly inhibitors; 420,000 compounds, 12% hits; chicken DT40 Tdp1-/-;hTDP1 cells + 20 nM CPT, ATP luminescence, 48 h; note: nearly all actives have a fitted effect of over 55% in size
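Chicken DT40 Tdp1-/- cells complemented with human TDP1, 400 cells/well, exposed to compounds plus 20 nM camptothecin for at least 48 h at 37 C; viability read as ATP content by CellTiter-Glo luminescence.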
FEN1 inhibitor: blocks human flap endonuclease 1 | P39748 | Recombinant FEN1 flap cleavage, fluorescence, 15 min | Potency, µM (doses to about 114 µM), for inactives: at the highest dose activity change, negative = inhibition, hits mostly inhibitors | 390,000 compounds, 0.35% hits; note: nearly all actives have a fitted effect of over 65% in size
Target sequence (P39748 whole entry, looked up): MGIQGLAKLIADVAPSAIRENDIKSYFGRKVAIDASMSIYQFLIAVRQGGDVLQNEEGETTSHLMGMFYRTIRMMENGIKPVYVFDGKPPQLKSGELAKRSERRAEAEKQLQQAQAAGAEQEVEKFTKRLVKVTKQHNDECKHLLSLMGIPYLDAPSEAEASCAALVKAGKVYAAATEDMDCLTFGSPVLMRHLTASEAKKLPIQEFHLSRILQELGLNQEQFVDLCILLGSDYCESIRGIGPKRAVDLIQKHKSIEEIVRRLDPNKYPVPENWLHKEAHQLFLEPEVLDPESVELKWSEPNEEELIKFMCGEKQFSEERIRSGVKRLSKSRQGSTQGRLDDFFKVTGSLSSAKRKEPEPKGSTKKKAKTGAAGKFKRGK
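Potency values derive from four-parameter Hill fits of normalized qHTS data. The reaction used 10 nM FEN1 preincubated 15 min at room temperature with compound, then 50 nM DNA substrate, read at 0 and 15 min.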
N370S GC: inhibitors or activators of N370S glucocerebrosidase for Gaucher disease; P04062; Potency, µM (doses to about 59.4 µM), inactives show at the top dose activity change, negative = inhibition, usual class: inhibitors; N370S GC spleen homogenate, 4MU-glucoside fluorescence; 330,000 compounds, 0.092% hits; AID 2101;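 note: 0% = full enzyme activity and -100% = no enzyme basal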
Active calls of the source: *; u = inconclusive; x = not tested or not shown; [ ] = remark or other dose. Calls come from the whole dose curve; as a rule, active = well fitted curve in the direction sought with a large enough effect; inconclusive = small, poorly fitted or top-dose-only effect, or another doubt; inactive = no such curve, though single readings can be large; an effect the other way counts as inactive or inconclusive. Unless noted, % is set by controls: 0 for no effect and ±100 for the full control effect; potency is the fitted concentration of half-maximal effect. An excerpt (hit frequency here may not be typical).

SMILES | DT40 TDP1 CPT | FEN1 inhibitor | N370S GC
CC1CC(C)CN(c2ccc(S(=O)(=O)N3CCOCC3)cc2)C1 (stereo unspecified) | u | -15% | -4%
CC(=O)Nc1ccc(-c2cc(-c3ccccc3)nc(-c3ccccc3)n2)cc1 | u | 0% | 10%
CCCCN(C(=O)C1CC1)C1CCS(=O)(=O)C1 (stereo unspecified) | 7% | 4% | -21%
O=C(Nc1ccc2c(c1)OCO2)C1CC(c2ccccc2Cl)=NO1 (stereo unspecified) | u | 7% | 24%
CCOC(=O)c1cccc(NS(=O)(=O)c2cc3c(cc2C)NC(=O)CO3)c1 | 18µM* | 0% | x
C=CCOC(=O)COc1ccc2c(C)c(C)c(=O)oc2c1 | 5% | -10% | -22%
CC(Oc1ccccc1)C(=O)N1CCCc2ccccc21 (stereo unspecified) | u | -19% | 1%
Cc1ccc(N2NC(=O)/C(=C\c3cc4c(cc3[N+](=O)[O-])OCO4)C2=O)cc1C | u | -16% | -18%
CC(C)c1ccc(C2=NC(c3ccncc3)=Nc3ccc(F)cc3N2)cc1 | 23µM* | 6% | x
CCCC(CCC)c1nnc(NC(=O)c2ccco2)s1 | u | 6% | -5%
CCc1c(O)nc(SCC(N)=O)n(-c2ccccc2F)c1=O | 7% | -4% | -10%
N#CCCn1cc(C(=O)CN2C(=O)NC3(CCCCCC3)C2=O)c2ccccc21 | 10% | 0% | x
COc1cc(NC(=O)Nc2nnc(N3CCCCCC3)s2)cc(OC)c1 | 23µM* | 20% | x
Cc1c(C)[n+](=O)c2c(n1[O-])CCCCC2 | 2% | 1% | 1%
COc1ccccc1CNC(=O)COC(=O)c1cc2ccccc2o1 | -15% | -4% | x
COC(=O)C1=NN(c2ccccc2OC)C2C(=O)N(c3ccccc3OC)C(=O)C12 (stereo unspecified) | -2% | 6% | 1%
Cc1c(N=Cc2cc3c(cc2[N+](=O)[O-])OCO3)cccc1[N+](=O)[O-] | u | u | x
CC(C)n1c(O)c(N=NC(=O)C2COc3ccccc3O2)c2ccccc21 (stereo unspecified) | u | 1% | u
O=C(CN1C(=O)NC2(CCCC2)C1=O)NCc1cccc(Cl)c1 | -17% | 15% | x
Cc1ccc(Cl)c(OCC(=O)Nc2ccc3c(c2)OCCO3)c1 | -5% | 9% | 14%
CCOC(=O)N1CCN(C(=O)c2cn(CC)c3ccc(S(=O)(=O)N4CCCCC4)cc3c2=O)CC1 | -13% | -15% | -18%
CCOc1ccc(Cn2nnc3c(=O)[nH]c(C4CCN(C(=O)c5ccccc5)CC4)nc32)cc1 | u | -10% | x
Cc1ccc(-n2ncc3c(NCCCc4ccccc4)ncnc32)cc1C | u | -6% | x
Cc1ccc2cc3c(NC(=O)c4ccco4)nn(CC(C)C)c3nc2c1 | -8% | -13% | -15%
CCCCN(C)C(=O)CCCc1c[nH]c2ccccc12 | u | 1% | 0%

Looked up by structure from above:
SMILES | DT40 TDP1 CPT | FEN1 inhibitor | N370S GC
CC(Oc1ccccc1)C(=O)N1CCCc2ccccc21 (stereo unspecified) | u | -19% | 1%
Cc1ccc2cc3c(NC(=O)c4ccco4)nn(CC(C)C)c3nc2c1 | -8% | -13% | -15%
COc1ccccc1CNC(=O)COC(=O)c1cc2ccccc2o1 | -15% | -4% | x
CCOc1ccc(Cn2nnc3c(=O)[nH]c(C4CCN(C(=O)c5ccccc5)CC4)nc32)cc1 | u | -10% | x

Individual results from the entries so far.
FEN1 inhibitor, `Cc1ccc(-n2ncc3c(NCCCc4ccccc4)ncnc32)cc1C` : -6%
FEN1 inhibitor, `CCc1c(O)nc(SCC(N)=O)n(-c2ccccc2F)c1=O` : -4%

(further entries)
SMILES | DT40 TDP1 CPT | FEN1 inhibitor | N370S GC
CCN(CC)C(=O)CSc1nc2cc3c(cc2c(=O)n1CCCC(=O)NCCc1ccc(OC)c(OC)c1)OCO3 | u | 2% | -3%
Cc1nc2scc(-c3cccs3)c2c(=O)o1 | -4% | -2% | -4%
O=C(CC(C(=O)O)C1CCCO1)NCCc1ccc2c(c1)OCO2 (stereo unspecified) | 1% | 0% | 9%
CCCOC(=O)/C(C)=N\NC(=O)c1ccco1 | 1% | 12% | -2%[12.8 µM]
COc1ccc(N2C(=O)c3ccccc3NC2c2ccc(OC)c(Cn3cc([N+](=O)[O-])cn3)c2)cc1 (stereo unspecified) | u | 17% | 22%
C=C1SC(=Nc2ccccc2Cl)N(C(=O)c2sc3ccccc3c2Cl)C1(C)C | 0% | -23% | -4%
COc1ccc(CNC(=O)C2CCN(S(=O)(=O)c3ccc4c(c3)CC(C)N4C(C)=O)CC2)cc1 (stereo unspecified) | -11% | -5% | 3%
O=C(CCC(=O)Nc1ccccc1Cl)NNS(=O)(=O)c1ccc(Cl)cc1 | 2% | -17% | -5%
COC(=O)c1ccccc1NC(=O)Cn1c(=O)n(CCCC(=O)NCCc2ccc(OC)c(OC)c2)c(=O)c2ccccc21 | -6% | 17% | x
CCOc1ccc(C(=O)NCC(=O)OC(C)C(=O)NCc2ccco2)cc1OCC (stereo unspecified) | -8% | -1% | -7%
CCOCCCn1c(=NC(=O)c2ccco2)c(C(=O)OCC)cc2c(=O)n3cccc(C)c3nc21 | 16µM* | 4% | 11%
S=c1[nH]c(-c2ccccc2)cn1-c1ccccc1 | 8% | -7% | -3%
Cc1ccc(C)c(-n2cc(CN3CCCN(C=O)CC3)c(-c3ccccc3)n2)c1 | -13% | 13% | 3%
CCn1c(=O)c(-c2nc3ccccc3[nH]2)c(O)c2ccccc21 | -5% | -1% | -22%
CNC(=O)c1[nH]cnc1C(=O)Nc1ccc(F)cc1 | 1% | 14% | -1%
Cc1ccc(S(=O)(=O)NCc2ccc(C(=O)NC3CCC(O)CC3)cc2)cc1C (stereo unspecified) | -11% | 18% | x
CC(=O)N/C(=C\c1ccc(F)cc1)C(=O)OCc1ccccc1 | 1% | -34% | -1%
COc1ccc(NC2C=CS(=O)(=O)C2)cc1 (stereo unspecified) | -13% | -5% | 2%
Cc1ccccc1NC(=O)C1c2ccccc2Oc2ccccc21 | -23% | 3% | -9%
Cc1ccc(OCC(=O)N2CCN(S(=O)(=O)c3ccccc3[N+](=O)[O-])CC2)cc1 | 8% | -9% | -24%
Oc1[nH]c2ccccc2c1/C=N/N1CCCCC1 | -30% | -2% | 3%
CCCC(=O)Nc1nnc(SCC(=O)Nc2ccc3c(c2)OCCO3)s1 | u | 1% | -6%
COc1cccc2c1OC1(CCN(C(C)C)CC1)N1N=C(c3cccnc3)CC21 (stereo unspecified) | 4% | 4% | -2%
Cc1nc2c(C(=O)NCc3ccccc3)cnn2c(C)c1Cc1ccc(F)cc1 | 7.3µM* | -20% | x
O=C(Nc1cc(Cl)ccc1Oc1ccccc1)c1ccccc1F | u | 8% | 11%

Part of the list above in order of heavy-atom count, largest number first.
SMILES | DT40 TDP1 CPT | FEN1 inhibitor | N370S GC
COc1ccc(N2C(=O)c3ccccc3NC2c2ccc(OC)c(Cn3cc([N+](=O)[O-])cn3)c2)cc1 (stereo unspecified) | u | 17% | 22%
Cc1ccc(S(=O)(=O)NCc2ccc(C(=O)NC3CCC(O)CC3)cc2)cc1C (stereo unspecified) | -11% | 18% | x
Cc1ccccc1NC(=O)C1c2ccccc2Oc2ccccc21 | -23% | 3% | -9%

(listing goes on)
SMILES | DT40 TDP1 CPT | FEN1 inhibitor | N370S GC
Cc1cc(C)c(C#N)c(N2CCCC2)n1 | 9% | 0% | 11%
CCN(CC(=O)Nc1ccc(NC(C)=O)cc1)C(=O)c1ccc2c(c1)OCCO2 | 2% | -14% | x
Cc1ccc(Oc2nc3ccccn3c(=O)c2/C=C(\C#N)C(=O)NC2CCS(=O)(=O)C2)cc1 (stereo unspecified) | -15% | -20% | 1%
CCOC(=O)N1CCN(c2ccc(Cl)cc2)CC1 | -2% | 0% | 1%
O=C(CCCN1C(=O)c2ccccc2C1=O)NCc1ccc(F)cc1 | 7% | 0% | -3%
Cc1c(CCC(=O)NCc2ccc(F)cc2)c(=O)oc2cc(O)ccc12 | -5% | 4% | x
COc1ccc(F)cc1C(=O)C1CCCN(C(=O)c2ccccc2N(C)C)C1 (stereo unspecified) | u | 23% | -5%
CC1CCC(C(=O)NNC(=O)c2cc(-c3ccco3)[nH]n2)CC1 (stereo unspecified) | 18µM* | 0% | 1%
N=c1sccn1CC(=O)Nc1cccc2ccccc12 | 3% | -12% | -1%
COc1ccc(-n2c(=O)c(-c3cccc(F)c3)nc3cncnc32)cc1 | -1% | x | -14%
CCc1noc(C)c1C(=O)OCC(=O)Nc1ccc(F)cc1Cl | 3% | 19% | x
COc1ccc(CCC(=O)OCC(=O)N(CC(C)C)c2c(N)n(Cc3ccccc3)c(=O)[nH]c2=O)cc1 | -1% | -10% | 0%
CCCCN1CC(COCc2ccccc2)Oc2cccc(OCCN3C(=O)[C@@H]4[C@H](C3=O)C3C=C[C@H]4C3)c2S1(=O)=O (stereo partly specified) | u | -12% | x
COc1cc(NC(=O)CSc2nc3ccccc3n2-c2ccccc2)c(C)cc1[N+](=O)[O-] | u | -2% | 5%
CCN(CC)CCCNC(=O)c1oc2c(c1C)-c1nn(Cc3ccc(Cl)cc3)cc1CC2 | u | 18% | x
COc1ccccc1N1CCN(C(=O)CSc2nc(-c3ccco3)cc(C(F)(F)F)n2)CC1 | u | -18% | -1%
CCCCN(C)C(=O)c1c[nH]c2ccc(S(=O)(=O)N3CCOCC3)cc2c1=O | 7% | 2% | 4%
CC(C)(O)/C=C1/Oc2ccccc2C1N1CCCCC1 (stereo unspecified) | 6% | 6% | 26%
CCn1c(=O)c(=O)[nH]c2c(=O)oc3ccc(S(=O)(=O)Nc4ccccc4)cc3c21 | 14% | 7% | 0%
COCCCn1c(SCC(=O)O)nc2cc(OC)c(OC)cc2c1=N | 25% | 11% | 0%
CC(=O)Nc1sc2c(c1C#N)CCN(Cc1ccccc1)C2 | -2% | 0% | 1%
O=C(O)/C(=C1\OC(=O)c2ccccc21)c1ccccc1 | -19% | 2% | 5%
CCc1ccccc1NC(=O)c1cccc(NC(=O)/C=C/c2ccco2)c1 | 18µM* | 6% | 3%
Cc1cccc(C)c1N(CC(=O)NC1CCCCC1)C(=O)c1csnn1 | 1% | 2% | 0%
COC(=O)c1ccc2c(=O)n(Cc3ccc(C(=O)NC(C)C)cc3)c(=S)[nH]c2c1 | u | 13% | -22%

Laid out differently: five of the compounds above.
SMILES,DT40 TDP1 CPT,FEN1 inhibitor,N370S GC
Cc1ccc(Oc2nc3ccccn3c(=O)c2/C=C(\C#N)C(=O)NC2CCS(=O)(=O)C2)cc1 (stereo unspecified),-15%,-20%,1%
N=c1sccn1CC(=O)Nc1cccc2ccccc12,3%,-12%,-1%
COc1cc(NC(=O)CSc2nc3ccccc3n2-c2ccccc2)c(C)cc1[N+](=O)[O-],u,-2%,5%
CC(=O)Nc1sc2c(c1C#N)CCN(Cc1ccccc1)C2,-2%,0%,1%
CCc1ccccc1NC(=O)c1cccc(NC(=O)/C=C/c2ccco2)c1,18µM*,6%,3%

Continuation:
SMILES | DT40 TDP1 CPT | FEN1 inhibitor | N370S GC
CCOc1cc(S(=O)(=O)NC2CC2)c(OCC)cc1-n1cnnn1 | 6% | 5% | 0%
CCC(=O)N(Cc1ccc(S(N)(=O)=O)cc1)C1CC(=O)N(c2ccccc2)C1=O (stereo unspecified) | 9% | -1% | 2%
NS(=O)(=O)c1ccc(CCNC(=O)CCCCCn2c(=S)[nH]c3ccc(Br)cc3c2=O)cc1 | u | -28% | -3%
CCc1ccc(NC(=O)CSC2=C(C#N)C(c3ccc4c(c3)OCO4)CC(=O)N2)cc1 (stereo unspecified) | -28% | 12% | x
C/C=C/CSc1nc2c(c(=O)[nH]c(=O)n2C)n1CCC | -3% | -1% | 17%
COC(=O)c1cc(Cl)ccc1NC(=O)CSc1ncc(S(=O)(=O)c2ccc(Br)cc2)c(=O)[nH]1 | 7% | u | x
CCOC(=O)NC(=O)/C(C#N)=C\Nc1ccc(Cl)cc1Cl | -3% | -14% | 2%
COc1ccc(C2=NOC(C(=O)N3CCN(c4ccccc4OC)CC3)C2)cc1 (stereo unspecified) | 16µM* | -1% | -1%
COc1ccc(-c2cnnc(N/N=C/c3c(C)nn(-c4ccccc4)c3Cl)n2)cc1 | 3.7µM* | -9% | 2%
Cc1ccc(S(=O)(=O)N2CCC(C(=O)OCC(=O)N3CC(=O)Nc4ccccc43)CC2)cc1 | 8% | 1% | -14%[2.35 µM]

Source: PubChem BioAssay (National Center for Advancing Translational Sciences (NCATS))
